Bioassay records: PubChem BioAssay, Sanford-Burnham Center for Chemical Genomics
hIAP inh: blocks human intestinal alkaline phosphatase. AID 2544. P09923. 0.12% of 330,000 active. purified IAP, CDP-Star luminescence, 30 min. inhibition, % at 10 µM;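 active means inhibition reaching a set limit with compound at 10 µM in the primary screen, cut at about 35% in these data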;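 further: plate controls were DMSO wells with enzyme for no effect and no-enzyme buffer wells for full effect; values of inactives mirror those of a sister screen read the other way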
Target sequence (P09923 whole entry, looked up): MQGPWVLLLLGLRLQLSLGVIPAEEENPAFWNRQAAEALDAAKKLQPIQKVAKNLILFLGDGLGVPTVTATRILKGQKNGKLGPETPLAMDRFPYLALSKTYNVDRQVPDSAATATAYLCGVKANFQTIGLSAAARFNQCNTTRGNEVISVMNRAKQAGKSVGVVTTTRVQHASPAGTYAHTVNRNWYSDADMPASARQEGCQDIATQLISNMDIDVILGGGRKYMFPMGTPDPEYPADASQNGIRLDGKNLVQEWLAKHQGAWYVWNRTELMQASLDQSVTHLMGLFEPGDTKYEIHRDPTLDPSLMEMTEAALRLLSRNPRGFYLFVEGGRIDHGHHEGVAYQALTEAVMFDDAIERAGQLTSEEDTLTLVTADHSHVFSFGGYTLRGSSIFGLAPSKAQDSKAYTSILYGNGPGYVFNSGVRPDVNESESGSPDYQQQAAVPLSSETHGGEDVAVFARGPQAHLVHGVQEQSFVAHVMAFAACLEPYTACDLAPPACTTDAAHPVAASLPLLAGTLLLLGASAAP
A3G deaminase: APOBEC3G (human) deaminase inhibition. inhibition, % at 20 µM. Q9HC16. recombinant A3G, ssDNA deamination FAM/TAMRA fluorescence. 0.28% of 330,000 active;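 active means inhibition of at least 40% at 20 µM, with no more than 30% in the related APOBEC3A deaminase screen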;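 further: plate controls were DMSO wells with A3G for no effect and wells lacking A3G enzyme for full effect; some compounds called inactive have numbers as strong as hits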
A3A deaminase: inhibitors of human APOBEC3A DNA deaminase; inhibition, % at 20 µM; 0.41% of 330,000 active; P31941; recombinant A3A, FAM/TAMRA ssDNA deamination fluorescence; AID 493011;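 active means at least 40% inhibition at 20 µM here, with at most 30% in a related deaminase screen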;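 further: plate controls were A3A with DMSO for no effect and wells lacking A3A enzyme for full effect; some results filed as inactive read as strong as hits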
Target sequence (P31941 whole entry, looked up): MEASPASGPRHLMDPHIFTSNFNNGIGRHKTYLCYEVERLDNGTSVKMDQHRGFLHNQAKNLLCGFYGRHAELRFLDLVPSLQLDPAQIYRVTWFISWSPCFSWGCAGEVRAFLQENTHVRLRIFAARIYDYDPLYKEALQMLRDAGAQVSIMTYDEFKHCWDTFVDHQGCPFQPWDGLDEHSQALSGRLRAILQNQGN
hIAP act: human IAP activation; P09923; purified human IAP, CDP-Star luminescence, 30 min; active compounds read high; 1 = vehicle-only enzyme, 0 = enzyme-free background; activation factor at 10 µM; 0.16% of 330,000 active;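 active means activation factor of the enzyme at least 2-fold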; further: the source names both 10 and 20 µM as test concentration; values of inactives mirror those of a sister screen read the other way
SENP1 inh: SENP1 (human) catalytic domain inhibition; Q9P0U3; recombinant SENP1 catalytic domain, CyPet-SUMO1-YPet FRET cleavage; inhibition, % at 10 µM; 0.21% of 360,000 active;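 active means inhibition at least 30% at 10 µM, raw YFP signal under a set limit, fluorescence ratio 0.5 to 1.5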;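 further: 0% = enzyme with DMSO and 100% = no enzyme wells; some results filed as inactive read as strong as hits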
Target sequence (Q9P0U3 419-644 limits assumed): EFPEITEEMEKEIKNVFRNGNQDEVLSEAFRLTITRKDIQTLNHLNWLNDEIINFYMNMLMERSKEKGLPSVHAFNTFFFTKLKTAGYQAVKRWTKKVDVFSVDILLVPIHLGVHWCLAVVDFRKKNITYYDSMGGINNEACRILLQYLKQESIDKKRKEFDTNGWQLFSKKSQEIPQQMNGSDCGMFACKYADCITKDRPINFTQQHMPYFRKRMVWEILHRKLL
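Test system: human SENP1 catalytic domain; medium: Tris pH 8 buffer plus EDTA, NaCl, BME, BSA, NP40, catalase; incubation: 50 min reaction at room temperature; technique: FRET, CFP and YFP emission; controls: no-enzyme low control and enzyme-plus-DMSO high control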
NALP3 yeast inh: NALP3 inhibition in yeast. inhibition, % at 10 µM. AID 2825. 0.39% of 330,000 active. Yeast reconstituted NLRP3/ASC/caspase-1, beta-gal luminescence, 24 h;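 active means inhibition of 50% or more; inactive means inhibition below 50%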;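 further: plate controls were induced DMSO wells for no effect and uninduced yeast grown without galactose for full effect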
MIN6 prolif: induces beta-cell replication in MIN6 cells | proliferation, % at 10 µM | 0.29% of 330,000 active | MIN6 cells proliferation, ATPlite luminescence, 48 h; cells starved in 0.2% serum; 100% = growth in 10% serum;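 active means compounds whose signal lies at least 3.5 SD above the mean of all wells on their plate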;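 further: 0% = DMSO-treated cells in low-serum medium and 100% = 10% serum control; some compounds called inactive have numbers as strong as hits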
mIAP inh: mouse IAP inhibition. inhibition, % at 10 µM. 0.2% of 330,000 active. purified mouse IAP, CDP-Star luminescence, 30 min. AID 2806;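 active means inhibition of at least 40% at 10 µM in the primary screen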;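 further: plate controls were DMSO with enzyme for no effect and no enzyme wells for full effect; values of inactives mirror those of a sister screen read the other way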
mIAP activ: increases mouse intestinal alkaline phosphatase activity; muIAP, CDP-Star luminescence, 30 min; active compounds read high; 1 = vehicle-only enzyme signal, 0 = enzyme-free wells; activation factor at 10 µM; 0.24% of 330,000 active;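 active means activation factor of at least 2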; further: the source names both 10 and 20 µM as test concentration; values of inactives mirror those of a sister screen read the other way
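System: mouse IAP enzyme. Reagent: CDP-Star chemiluminescent phosphatase substrate. Benchmarks: DMSO wells, no-enzyme wells. Times: 30 min enzyme-substrate-compound incubation at room temperature. Detection: luminescence from enzymatic CDP-Star hydrolysis. Doses: test compounds delivered from DMSO solution.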
The depositor's hits bear a star. Not all compounds are listed, so the mix of outcomes need not match the whole.

SMILES	hIAP inh	A3G deaminase	A3A deaminase	hIAP act	SENP1 inh	NALP3 yeast inh	MIN6 prolif	mIAP inh	mIAP activ
Cc1ccc(CC(=O)NCc2ccc(Cl)cc2)cc1	-2	-2	3	1	1	14	-3	-3	1
CC(C)(C)NC(=O)Nc1ccc(Br)cc1	-3	-6	0	1	3	12	-2	-29	1.3
CCOC(=O)C(=O)c1c(-c2ccc(C)cc2)nc2ccccn12	-4	-3	3	1	0	38	1	2	0.97
CCSc1ccc2cc(OC)ccc2[n+]1CC	11	28	78*	0.89	-7	16	-3	-4	1
Cc1ccc(OCC(=O)N/N=C/c2cn(Cc3ccccc3)c3ccccc23)cc1	-26	-3	-1	1.3	1	14	-2	5	0.95
COc1ccc(NC2CCCN(C(=O)c3c(C)noc3C)C2)cc1 (configuration not stated)	5	-5	-3	0.95	0	1	7	6	0.94
COc1ccc(S(=O)(=O)Nc2ccccc2SC)cc1C	12	0	2	0.88	1	1	-2	1	0.99
Cc1ccc(S(=O)(=O)N(C)c2ccc(OCC(=O)OCc3ccc(C#N)cc3)cc2)cc1	14	-4	-3	0.86	2	13	-3	10	0.9
CC1CCCC(NC(=S)NC(=O)c2cncc(Br)c2)C1C (configuration not stated)	2	-7	-2	0.98	-1	12	-4	15	0.85
CCN1CCN(CCNC(=O)C2CCCN(Cc3nc(-c4cccc(Cl)c4)oc3C)C2)CC1 (configuration not stated)	2	13	5	0.98	1	16	-6	-1	1
Cc1ccc(S(=O)(=O)n2nc(C)cc2C)cc1	11	-3	-2	0.89	3	0	0	0	1
O=C(C1CCC1)N1CCc2cc(S(=O)(=O)NCc3ccccn3)ccc21	-3	-2	-4	1	1	18	-2	-7	1.1
O=C(CCC1CCCCC1)NCCN1C2=NC[C@@H](Cc3ccccc3)N2C[C@H]1Cc1ccc(O)cc1	-25	-10	-5	1.3	1	11	-7	2	0.97
N#Cc1c2n(c3c(=S)nc[nH]c13)CCCCC2	-30	29	-4	1.3	-6	13	-1	3	0.97
COc1ccc(S(=O)(=O)Nc2ccc(C(F)(F)F)cc2)cc1OC	-17	-3	-4	1.2	-1	10	-3	-5	1.1
Cc1ccnc2nc(C(=O)Nc3nccs3)nn12	-7	-8	-6	1.1	1	12	0	6	0.94
CC1CCCCC12NC(=O)N(CC(=O)Nc1ccccc1-c1ccccc1)C2=O (configuration not stated)	-1	-3	-1	1	3	17	-3	-5	1.1
COC(=O)C1=C(C)NC(C)=C(C(=O)OC)C1c1ccccc1OCc1c(C)no[n+]1[O-]	-13	-5	-4	1.1	-3	-2	-3	-9	1.1
CCOC(=O)C(NC(C)=O)(N1CCc2ccccc2C1)C(F)(F)F (configuration not stated)	5	0	-1	0.95	0	23	1	-1	1
Cc1ccc(N2C(=O)CSCC2=O)cc1	-8	-4	-3	1.1	0	5	-4	1	0.99
C[C@H](CO)N1C[C@H](C)[C@@H](CN(C)C(=O)Nc2ccccc2)Oc2ccc(NC(=O)Cc3ccccc3)cc2C1=O	2	-9	-6	0.98	-1	2	2	-1	1
Cc1ccc(S(=O)(=O)C2(C(=O)N3CCN(C4CCCCC4)CC3)CC2)cc1	-4	1	3	1	1	-5	2	2	0.98
O=C(Nc1ccccc1)N(Cc1ccccc1)C1=NCCS1	-11	-5	-2	1.1	1	20	-4	9	0.91
CCOC(=O)c1ccccc1NC(=O)CSc1nnnn1C1CCCCC1	9	-3	2	0.91	3	-1	1	7	0.93
O=[N+]([O-])c1ccc(/C=N/NC2=NS(=O)(=O)c3ccccc32)cc1	-64	0	1	1.6	4	9	0	5	0.95
COc1ccc(C2SCCN2S(=O)(=O)c2ccccc2)cc1OC (configuration not stated)	-22	-5	-2	1.2	2	5	-3	-5	1.1
O=C(CSc1nnc(-c2ccccc2)n1C1CCCCC1)Nc1ccc(S(=O)(=O)Nc2ccccn2)cc1	-9	-4	0	1.1	-2	-13	-3	7	0.93
Cc1ccc([N+](=O)[O-])cc1S(=O)(=O)Nc1ccccn1	-7	-4	-3	1.1	-1	1	0	0	1
CCn1c(C)c(C(C)=O)c(N2CCN(C(=O)c3ccco3)CC2)nc1=S	5	-2	-3	0.95	0	7	-2	7	0.93
COc1ccccc1NC(=O)c1cc([N+](=O)[O-])ccc1N1CCOCC1	-16	-2	6	1.2	1	23	0	6	0.94
COc1ccc(/C=C/c2nc3ccccc3c(=O)o2)cc1	6	0	-4	0.94	0	12	-6	7	0.93
CCOC(=O)N1CCN(C(=O)CCC2CCCC2)CC1	-5	-7	-2	1.1	5	5	1	2	0.98
C=CCn1cc(C(=O)NCCN(CC)CC)c(=O)c2cc(S(=O)(=O)N3CCCCCC3)ccc21	13	-8	-5	0.87	1	11	-1	0	1
O=C(COC(=O)c1cnccn1)c1ccc(Cl)c([N+](=O)[O-])c1	6	-10	0	0.94	2	-3	-3	0	0.99
Oc1ccc(NCc2ccccc2OCc2ccccc2)cc1	12	11	6	0.88	1	23	-6	11	0.89
CC(C)n1nc(C(=O)Nc2nnc(SCc3c(Cl)cccc3Cl)s2)c2ccccc2c1=O	-2	0	3	1	2	12	-6	12	0.88
COc1cc(C(=O)N2CC(C)OC(C)C2)c([N+](=O)[O-])cc1OC (configuration not stated)	14	-5	2	0.86	2	6	-2	3	0.97
CCC(=O)N1C(C(=O)O)CSC1c1ccc(OC)cc1 (configuration not stated)	8	-1	1	0.92	1	11	4	-4	1
COc1ccc2cc(C3(C)NC(=O)N(CC(=O)N4CCCCC4)C3=O)ccc2c1 (configuration not stated)	-18	-6	-3	1.2	1	-1	0	-4	1
NC(=O)C1CCCNC1 (configuration not stated)	3	-7	1	0.97	1	-3	4	-14	1.1
CCN(c1ccccc1)S(=O)(=O)c1ccc(OC)c(NC(=O)CNCCc2ccccc2)c1	-7	-4	-1	1.1	3	-19	-6	-6	1.1
Cc1ccc(NC(=O)CC(C)S(=O)(=O)c2ccc3c(c2)NC(=O)CO3)c(Cl)c1 (configuration not stated)	-9	-4	-3	1.1	1	6	-1	-5	1.1
CCOC(=O)C1CCCN(C(=O)C(CCSC)NC(=O)COc2ccccc2)C1 (configuration not stated)	-3	-6	-2	1	1	6	2	-1	1
CCOC(=O)COc1cc(N)c(Cl)cc1Cl	3	-1	2	0.97	0	7	-1	-2	1
CCCn1nc2cc(C(=O)NCC34CC5CC(CC(C5)C3)C4)ccc2c1OCC	-8	-10	-3	1.1	3	3	-6	-9	1.1
CCCn1c(C)cc(C(=O)COC(=O)c2cc(S(=O)(=O)NCC(C)C)c(Cl)cc2Cl)c1C	-1	-2	-2	1	1	2	-2	4	0.96
c1ccc(-c2nnsc2-c2ccccc2)cc1	11	-4	0	0.89	-1	-23	-2	9	0.91
COc1ccc(CCNC(=O)Cn2cc(C(F)(F)F)cc(Cl)c2=O)cc1	9	-7	-3	0.91	2	1	1	3	0.97

The last two records of the part before open the next one:
SMILES	hIAP inh	A3G deaminase	A3A deaminase	hIAP act	SENP1 inh	NALP3 yeast inh	MIN6 prolif	mIAP inh	mIAP activ
c1ccc(-c2nnsc2-c2ccccc2)cc1	11	-4	0	0.89	-1	-23	-2	9	0.91
COc1ccc(CCNC(=O)Cn2cc(C(F)(F)F)cc(Cl)c2=O)cc1	9	-7	-3	0.91	2	1	1	3	0.97
CC(=O)N1N=C(c2ccco2)CC1c1ccc(C)cc1 (configuration not stated)	-4	-4	-1	1	2	5	-1	-7	1.1
CC(=O)N1CCN(c2ccc(S(C)(=O)=O)cc2[N+](=O)[O-])CC1	-6	0	2	1.1	0	7	0	5	0.95
COc1cc(Br)cc2cc(C(=O)N3CCN(C(=O)c4ccco4)CC3)c(=O)oc12	-14	-1	7	1.1	1	18	-3	-1	1
Cc1cc2c(=O)n(Cc3ccco3)c(SCC(=O)c3ccc(Cl)s3)nc2s1	3	-8	1	0.97	2	3	-5	23	0.77
COc1cc(C(=O)N2CCN(C(=O)C3CCCO3)CC2)cc(OC)c1OC (configuration not stated)	17	-9	-6	0.83	-2	3	-5	-5	1.1
Cc1cc(C)c(C#N)c(Nc2ccc3c(c2)OCCO3)n1	3	-6	-4	0.97	3	15	6	1	0.99
COc1ccc(-n2c(Cn3c(=O)sc4ccccc43)nnc2SCC(=O)N2CCCC2)cc1	-5	-6	-1	1	1	10	-3	6	0.94
O=C(C1CC1)N1CCc2cc(Br)cc(S(=O)(=O)N3CCCCCC3)c21	-20	-12	-2	1.2	-2	1	-2	-5	1.1
COc1ccc(-n2c(SCc3ccc([N+](=O)[O-])cc3)nnc2-c2ccc(C)cc2)cc1	-15	-14	-6	1.2	1	21	-3	4	0.96
Fc1ccccc1COc1ccc(/C=N/NC(=S)NCc2ccccc2)cc1	-13	-2	-3	1.1	0	8	-3	8	0.92
CC1CCc2nn(CC(=O)NCc3ccc4c(c3)OCO4)cc2C1 (configuration not stated)	10	-5	-1	0.9	-1	21	1	7	0.93
COc1cc2c(C)nc3onc(-c4ccccc4)c3c2cc1OC	4	0	0	0.96	-5	17	3	2	0.98
CC1CCc2cc(F)ccc2N1C(=O)CSc1nnc2c3ccccc3n(C)c2n1 (configuration not stated)	-18	-2	1	1.2	1	11	-4	3	0.97
Cc1ccc(NC(=O)CCNS(=O)(=O)c2ccccc2)cc1S(=O)(=O)N1CCOCC1	-2	5	2	1	3	16	1	-5	1.1
COc1ccc(N/C=C(\C=C\C#N)S(=O)(=O)c2ccccc2)cc1	-2	-7	-2	1	-25	17	0	-3	1
Cc1ccc(CCNC(=O)C2CCN(S(=O)(=O)c3ccc4c(c3)oc(=O)n4C)CC2)cc1	13	2	-1	0.87	-3	-1	2	1	0.99
O=C(/C=C/c1ccco1)NCc1ccc2c(c1)OCO2	-12	-1	5	1.1	-4	14	-3	30	0.7
CCOC(=O)c1c(-c2ccccc2)csc1NC(=O)c1cc(-c2ccccc2OC)on1	6	9	-6	0.94	1	6	-7	12	0.88
COc1ccc(-c2nc(SC(CC(=O)NCc3ccccc3)c3ccc(OC)c(OC)c3)n[nH]2)cc1 (configuration not stated)	-58	-8	1	1.6	1	7	-3	-6	1.1
COc1ccc(-n2c(C)cc(C(=O)CSc3nnc(-c4ccoc4C)n3C)c2C)cc1	-9	-4	-1	1.1	0	1	0	8	0.92
O=C(O)Cc1c[nH]c2cccc(O)c12	-20	33	43	1.2	-3	27	0	20	0.8
CCOc1cc(N2CCOCC2)c(OCC)cc1NC(=O)CSc1n[nH]c(N)n1	-25	0	4	1.2	2	13	1	-1	1
N#Cc1c(SCC(N)=O)nc(-c2ccccc2)c2c1CCCC2	10	-11	-4	0.9	1	2	1	0	1
COC(=O)c1sc2ncn(CC(=O)N(C)C3CCCCC3)c(=O)c2c1C	9	-14	-16	0.91	-2	37	-1	-2	1
CCOc1ccc(N(CC(=O)OC)S(=O)(=O)c2ccc(OC)c(OC)c2)cc1	-8	-6	0	1.1	1	18	3	-9	1.1
COc1ccc(C(=O)O/N=C/c2ccc(S(=O)(=O)c3ccc(Cl)cc3)nc2)cc1	-14	2	-6	1.1	4	11	-1	-10	1.1
